Screens: PubChem BioAssay, several laboratories
EBNA-1 inhibitor: blocks EBNA-1 binding to DNA; EBNA-1 DNA binding, fluorescence polarization; actives 0.34% (n = 300,000); AID 1950; inhibition, % at 14.8 µM; in the data active = inhibition above about 28%
GASC-1 inh: human JMJD2C demethylase inhibition. GST-JMJD2C(1-420) H3K9me3 demethylation, DELFIA europium. inhibition, % at 2.35 µM. actives 0.069% (n = 330,000). AID 2099;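 active = more than half of a compound's replicate wells show inhibition beyond 50%, single wells judged on their own value; inconclusive = some, but no more than half, of replicates pass 50% inhibition; inactive = no replicate passes 50% inhibition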;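 note: signal counts dimethyl H3K9 product captured on neutravidin plate; 0% = median of DMSO wells and 100% = 0.3 times that DMSO median; strong numbers were not always called active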
PP5 primary: blocks human protein phosphatase 5 activity | purified PP5c, OMFP substrate fluorescence | inhibition, % at 6.7 µM | actives 0.18% (n = 320,000) | AID 1987;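 active = inhibition above the campaign's mean inhibition across all tested compounds plus 3 SD, cut at about 9.5% in these data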;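 note: 0% = DMSO only and 100% = 100 µM cantharidin control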
Target sequence (P53041 whole entry, looked up): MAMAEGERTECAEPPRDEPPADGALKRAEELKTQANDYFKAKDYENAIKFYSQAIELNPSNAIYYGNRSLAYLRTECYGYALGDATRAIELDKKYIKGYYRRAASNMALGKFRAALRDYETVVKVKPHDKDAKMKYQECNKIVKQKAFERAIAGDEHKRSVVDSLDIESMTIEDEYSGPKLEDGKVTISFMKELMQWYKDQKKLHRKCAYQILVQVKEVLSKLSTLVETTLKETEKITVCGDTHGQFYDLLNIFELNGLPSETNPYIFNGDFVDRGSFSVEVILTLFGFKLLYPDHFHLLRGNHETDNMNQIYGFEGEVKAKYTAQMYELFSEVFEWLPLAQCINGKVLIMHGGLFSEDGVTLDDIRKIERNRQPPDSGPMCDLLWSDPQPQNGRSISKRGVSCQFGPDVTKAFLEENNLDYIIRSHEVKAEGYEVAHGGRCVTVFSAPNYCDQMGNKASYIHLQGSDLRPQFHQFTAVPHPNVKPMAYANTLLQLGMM
CTSL1 counter: cathepsin L1 inhibition, PFM18AAP counter-screen; AID 1906; recombinant F. hepatica cathepsin L1, Z-Leu-Arg-MCA fluorescence; actives 0.49% (n = 300,000); inhibition, % at 5.96 µM;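 active = inhibition above the mean of all tested compounds plus 3 SD, set per screening campaign, cut at about 17% in these data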;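 note: 0% = plate median of test compound wells and 100% = 1 µM Z-Phe-Ala-diazomethylketone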
core dimer inh: HCV core protein dimerization inhibition. TR-FRET GST/Flag-core106 dimerization, 1536-well. inhibition, % at 5 µM. AID 1899. actives 0.33% (n = 300,000);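 active = inhibition above the mean of all tested compounds plus 3 SD, set per screening campaign, cut at about 45% in these data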
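System: GST-tagged and Flag-tagged HCV core protein residues 1-106 / Input: core106 proteins, GST 13.5 nM and Flag 17 nM / Buffer or medium: KF-containing HEPES buffer, pH 7.45, DTT, CHAPS, BSA / Probe or stimulus: Eu-anti-GST and XL665-anti-Flag labelled anti-tag antibodies / Schedule: 4 h, 22.5 °C incubation / Technique: TR-FRET 671 and 617 nm emission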
TPT1 inhibitor: inhibitors of Candida albicans tRNA 2'-phosphotransferase TPT1; recombinant caTPT1, FP RNA substrate dephosphorylation; inhibition, % at 5 µM; actives 0.81% (n = 300,000);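 active = inhibition above the mean of all tested compounds plus 3 SD, set per screening campaign, cut at about 24% in these data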;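 note: plate controls were DMSO alone for no effect and ferristatin control at 100 nM for full effect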
ZTA counter: counter-screen for EBNA-1 inhibitors: inhibitors of Epstein-Barr virus ZTA; ZTA-DNA binding, fluorescence polarization; inhibition, % at 11 µM; actives 0.15% (n = 320,000); AID 2234; in the data active = inhibition above about 33%
Target sequence (P03206 whole entry, looked up): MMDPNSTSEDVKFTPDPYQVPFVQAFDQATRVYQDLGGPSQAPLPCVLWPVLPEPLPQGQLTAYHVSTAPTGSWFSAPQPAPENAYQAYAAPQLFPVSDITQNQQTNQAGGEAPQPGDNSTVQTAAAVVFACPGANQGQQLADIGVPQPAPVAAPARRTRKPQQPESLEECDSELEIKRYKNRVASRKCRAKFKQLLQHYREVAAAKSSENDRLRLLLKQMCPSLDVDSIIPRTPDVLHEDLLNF
PP1 counter: counter-screen for PP5 inhibitors: inhibitors of human PP1-alpha; purified PP1alpha, OMFP fluorescence; inhibition, % at 6.7 µM; actives 0.9% (n = 320,000); AID 2235;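 active = inhibition above the mean inhibition of all tested compounds plus 3 SD, computed separately for each screening campaign, cut at about 15% in these data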
CR mimetic SO: caloric restriction mimetics inhibiting age-related superoxide in yeast; superoxide response (% of plate mean), % at 10 µM; AID 2690; S. cerevisiae aged cells, superoxide DHE fluorescence; hits give low values; actives 0.18% (n = 330,000);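 active = superoxide response under a set limit, about three screen SD below normal, cut at about 65% in these data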;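 note: yeast aged for seven days with compound at 30 °C before DHE staining; 100% = average MFI of all compound-treated wells on the plate with controls excluded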
* = called active by the depositor; ? = inconclusive; / = no result given; & = joins results of further samples.

smiles,GASC-1 inh,CTSL1 counter,EBNA-1 inhibitor,CR mimetic SO,ZTA counter,core dimer inh,TPT1 inhibitor,PP5 primary,PP1 counter
CN(C)CCNC(=O)c1cccc(S(=O)(=O)Nc2ccccc2F)c1,17,2,0,97,-7,-1,-3,0.1,5
COc1cc(OC)c(C2C(C#N)=C(N)OC3=C2C(=O)CC(C)(C)C3)cc1OC (configuration not stated),-2&3,2,-3,102,12,1,-4,2.8,-1
O=C(COC(=O)c1cc2c(s1)CCCC2)NCc1ccccc1Cl,2,-1,9,123,12,16,1,1.9,2
O=C(O)C1CCCN1c1nc(-c2ccc(Cl)c(Cl)c2)cc(C(F)(F)F)n1 (configuration not stated),1,/,/,144,9,/,/,1.3,-1
Cc1ccc(-c2ccc(S(=O)(=O)NCC3CCCO3)cc2)cc1 (configuration not stated),-5,3,-1,97,-5,-1,2,-0.3,-6
O=C(OCCOc1cccc(Cl)c1)c1cc(S(=O)(=O)N2CCOCC2)ccc1F,?,6,-4,95,-11,3,-3,3.5,-3
COc1ccc(/C=N/NC(=O)C2(C)NC(C)(C)Cc3ccccc32)cc1 (configuration not stated),8,1,2,139,-9,-3,0,0.9,3
Cc1ccc(S(=O)(=O)NCC(=O)N(CC(=O)NCc2ccc(F)cc2)CC2CCCO2)cc1 (configuration not stated),8,-1,-20,92,4,-9,-4,2.1,1
COC(=O)c1ccc(Cn2nnc3ccccc3c2=O)o1,-5,1,-3,106,0,-2,1,-2.4,-5
CCCC(=O)Nc1cccc(-c2nc3cc(C)c(C)cc3o2)c1,-2,2,18,79,-7,0,-7,0.6,1
O=C1Nc2ccc(Br)cc2/C1=N/N=C/C1=C(N2CCOCC2)C(=C\c2ccccc2)/CC1,-6,-2,-12,107,-9,2,6,0.5,-2
CCC(CO)NCC(O)COCc1ccc2c(c1)OCO2 (configuration not stated),3,-4,-7,78,2,0,0,-0.5,0
O=C(Nc1cc(Cl)ccc1N1CCCC1)C1=COCCO1,9,/,/,85,-2,/,/,0.6,0
COC(=O)c1ccc2c(=O)n(Cc3ccco3)c(SCC(=O)Nc3ccc(C)c(Cl)c3)nc2c1,0,4,3,106,-2,6,3,3.6,-5
CSc1ccccc1C(=O)Nc1ccccc1C(=O)NC(C)C,-12,3,-1,130,-4,4,-3,-5.2,2
O=c1nc(-c2ccccc2)cn[nH]1,24,0,-2,95,-2,-13,-6,1.2,2
COc1ccccc1/C=N/NC(=Nc1ccc(C)cc1)c1nc2ccccc2s1,-17,1,-4,102,-2,13,-3,2.6,2
CCCCc1ccc(S(=O)(=O)NC2CCS(=O)(=O)C2)cc1 (configuration not stated),-4,1,-7,99,-8,-1,-1,0.4,-6
Cc1nn(C(=O)CCCn2cc([N+](=O)[O-])cn2)c(C)c1Cl,0,-2,7,96,10,2,-2,-0.5,3
O=C(COc1ccc(S(=O)(=O)N2CCCC2)cc1Cl)NCc1ccco1,6,1,7,104,8,2,-1,-1.0,-2
Cc1ccc(-n2nc(C(N)=O)nc2-c2ccccc2)cc1,21,-7,-11,107,-23,-2,-4,1.3,2
COc1cccc(C(=O)NCCS(=O)(=O)NCCc2ccccc2)c1,4,-3,-10,97,-9,-2,-1,0.7,-7
CCCCNCc1cc(OCC)c(OCC)cc1Br,3,1,2,98,6,-1,-3,0.9,-3
CC(C)C(C(=O)N1CCOCC1)N1C(=O)c2ccccc2C1=O (configuration not stated),-1,-2,8,89,-9,2,2,-1.2,-1
CN(c1ccccc1C(=O)Nc1cccc(Cl)c1Cl)S(C)(=O)=O,4,3,-4,96,4,1,-3,-3.5,-3
CC(=O)N1Cc2ccccc2CC1C(=O)O (configuration not stated),/,-2,0,94,13,-1,0,1.2,-3
O=C(CNC(=O)c1ccccc1F)N/N=C\C=C\c1ccccc1,-5,6,-4,102,-6,-9,0,-0.3,-4
CC(C)Oc1ccc(C2CC(=O)N(Nc3ccc([N+](=O)[O-])cc3[N+](=O)[O-])C2=O)cc1 (configuration not stated),7,8,-12,114,-3,5,-3,3.1,1
O=C1CCCN1CCCNc1ncccc1[N+](=O)[O-],3,2,-5,116,-21,-13,-1,1.0,3
O=C(Cc1ccccc1)NCC(=O)N/N=C/c1ccc(C(=O)O)cc1,-7,-1,4,97,2,-1,-4,5.2,0
Cc1ccc(S(=O)(=O)N2CCN(S(C)(=O)=O)C2)cc1,5,-3,-3,98,-11,-5,2,0.1,-4
CC(=O)n1cc([C@@H]2C=C(C(=O)N3CCN(Cc4ccc5c(c4)OCO5)CC3)O[C@H](OCc3ccc(CO)cc3)C2)c2ccccc21,8,0,-9,/,-5,4,-1,6.7,9
CC(=O)c1c(OC(=O)c2ccco2)c2ccccc2n1C,-6,-8,-14,87,-14,-41,-3,7.6,1
CC(Sc1nnc(-c2ccccc2Br)n1-c1cccc(C(F)(F)F)c1)C(N)=O (configuration not stated),24,-2,-1,96,-6,-3,-6,-0.2,1
Cc1ccc(S(=O)(=O)N2CCCC(C(=O)Nc3cccnc3)C2)cc1 (configuration not stated),1,4,-1,96,-10,-5,0,-0.6,1
Clc1ccc(Cn2c(-c3cccnc3Cl)nc3ccccc32)c(Cl)c1,-15,-2,-9,95,1,-1,3,5.2,-2
O=C1/C(=C2/NCCN2C2CC(=O)N(c3ccccc3)C2=O)CC/C1=C\c1ccccc1 (configuration not stated),4,-1,6,110,14,1,-2,0.9,-1
Cc1ccc(OCC(=O)c2cc(C)n(C3CC3)c2C)c([N+](=O)[O-])n1,3,2,0,101,-4,-9,0,8.9,8
COc1cc(NC(=O)CN2CCN(c3ccccc3F)CC2)c(C)cc1[N+](=O)[O-],-2,-6,-14,93,-14,-2,2,2.1,-5
O=C1c2ccccc2S(=O)(=O)N1CC(O)Cn1ccc2ccccc21 (configuration not stated),-2,-1,-1,103,-1,13,-54,1.7,-1
CCCn1c(=N)c(C(=O)NCc2ccc3c(c2)OCO3)cc2c(=O)n3cccc(C)c3nc21,-6,1,-1,107,-14,13,12,6.5,9
COc1ccc(CNC(=O)c2sc3nc4c(c(C(F)(F)F)c3c2N)CCC4)cc1,0,-2,-6,145,-2,0,4,7.7,2
COCCn1c(SCC(=O)Nc2cc(C)on2)nnc1-c1ccccc1,1,-2,-2,109,7,4,0,0.1,-2
COc1ccccc1OCc1ccc(C(=O)NCCN(C)C)o1,2,-1,6,96,7,-2,-3,-1.6,-4
CCc1ccc(NC2=NC(C(=O)c3ccccc3)CC(=O)N2)cc1 (configuration not stated),0,2,-1,102,2,-2,-3,0.1,0

Compound profiles, as listed above.
CCc1ccc(NC2=NC(C(=O)c3ccccc3)CC(=O)N2)cc1 (configuration not stated) in the list: GASC-1 inh: 0; CTSL1 counter: 2; EBNA-1 inhibitor: -1; CR mimetic SO: 102; ZTA counter: 2; core dimer inh: -2; TPT1 inhibitor: -3; PP5 primary: 0.1; PP1 counter: 0
Cc1ccc(OCC(=O)c2cc(C)n(C3CC3)c2C)c([N+](=O)[O-])n1 in the list: GASC-1 inh: 3; CTSL1 counter: 2; EBNA-1 inhibitor: 0; CR mimetic SO: 101; ZTA counter: -4; core dimer inh: -9; TPT1 inhibitor: 0; PP5 primary: 8.9; PP1 counter: 8
COc1ccc(CNC(=O)c2sc3nc4c(c(C(F)(F)F)c3c2N)CCC4)cc1 in the list: GASC-1 inh: 0; CTSL1 counter: -2; EBNA-1 inhibitor: -6; CR mimetic SO: 145; ZTA counter: -2; core dimer inh: 0; TPT1 inhibitor: 4; PP5 primary: 7.7; PP1 counter: 2

6 structures already listed, ordered by count of non-hydrogen atoms, rising:
smiles,GASC-1 inh,CTSL1 counter,EBNA-1 inhibitor,CR mimetic SO,ZTA counter,core dimer inh,TPT1 inhibitor,PP5 primary,PP1 counter
Cc1ccc(S(=O)(=O)N2CCN(S(C)(=O)=O)C2)cc1,5,-3,-3,98,-11,-5,2,0.1,-4
CC(=O)c1c(OC(=O)c2ccco2)c2ccccc2n1C,-6,-8,-14,87,-14,-41,-3,7.6,1
COc1ccccc1OCc1ccc(C(=O)NCCN(C)C)o1,2,-1,6,96,7,-2,-3,-1.6,-4
CCc1ccc(NC2=NC(C(=O)c3ccccc3)CC(=O)N2)cc1 (configuration not stated),0,2,-1,102,2,-2,-3,0.1,0
O=C1c2ccccc2S(=O)(=O)N1CC(O)Cn1ccc2ccccc21 (configuration not stated),-2,-1,-1,103,-1,13,-54,1.7,-1
CC(=O)n1cc([C@@H]2C=C(C(=O)N3CCN(Cc4ccc5c(c4)OCO5)CC3)O[C@H](OCc3ccc(CO)cc3)C2)c2ccccc21,8,0,-9,/,-5,4,-1,6.7,9

(cont.)
smiles,GASC-1 inh,CTSL1 counter,EBNA-1 inhibitor,CR mimetic SO,ZTA counter,core dimer inh,TPT1 inhibitor,PP5 primary,PP1 counter
CS(=O)(=O)N(CC(=O)Nc1ccc2c(c1)OCO2)c1ccc(Cl)cc1,10,0,-5,108,2,6,-4,2.9,-1
CCN(CC)CCCN=Cc1c(O)n(-c2c(C)cccc2C)c(=O)c2ccccc12,-1,-2,3,98,-1,0,-4,-0.3,0
O=C(CN1CCN(c2ccccc2F)CC1)Nc1ccccc1F,1,0,4,95,3,3,4,2.3,-3
O=[N+]([O-])c1ccc2nc(-c3ccccc3)oc2c1,-13,2,-3,94,-7,-1,-6,-0.9,-1
COc1cc2c(cc1OC)C1Cc3ccc(OC)c(OC)c3CN1CC2 (configuration not stated),-10,-3,-19,81,1,-1,-2,2.9,-4
O=C(c1cccc(S(=O)(=O)N2CCOCC2)c1)N(CCc1ccccc1)Cc1ccccc1,-1,/,/,114,-10,/,/,2.5,2
O=C(CSC1=NS(=O)(=O)c2ccccc2N1)c1ccccc1,0,1,12,95,0,0,-7,1.0,-2
CC(=O)N1CCCC(C(=O)c2ccc(Oc3ccccc3)cc2)C1 (configuration not stated),5,3,-6,94,7,0,-2,3.0,0
COc1cccc(Cn2c(N)c(C#N)c3nc4ccccc4nc32)c1OC,0,1,-4,110,11,-4,14,2.6,4
COc1ccc(/C=C2\SC(=S)N(CCC(=O)Nc3cccc(C(=O)O)c3)C2=O)cc1OC,-36,10,6,105,-3,20,2,0.9,9
CCOC(=O)C1(Cc2ccccc2)CCCN(Cc2ccncc2)C1 (configuration not stated),20,-1,11,106,-3,0,2,2.5,-2
COc1ccc(S(=O)(=O)N2CCCCC2)cc1NC(=S)Nc1cccc(Cl)c1C,-7,-1,0,106,0,10,3,1.6,1
COc1cccc(N2C(=O)c3ccncc3C2=O)c1,-5,-1,-6,108,-7,-5,8,3.5,-3
Nc1nc(-c2ccccc2)nn1C(=O)c1ccco1,3,1,6,88,-10,2,2,1.0,-2
CNC(=O)COC(=O)/C=C/c1nc2ccccc2s1,14,-8,-3,94,4,-2,-1,2.0,-2
